Rtt109 HAT inh – inhibitors of Candida albicans Rtt109/Vps75 histone acetyltransferase | purified Rtt109/Vps75, ThioGlo CoA-SH fluorescence, 4 h | Q5AAJ8 | hit rate 0.16% among 330,000 | inhibition, % at 34.9 µM;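 active = inhibition of at least 50% in every replicate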
Target sequence (Q5AAJ8 whole entry, looked up): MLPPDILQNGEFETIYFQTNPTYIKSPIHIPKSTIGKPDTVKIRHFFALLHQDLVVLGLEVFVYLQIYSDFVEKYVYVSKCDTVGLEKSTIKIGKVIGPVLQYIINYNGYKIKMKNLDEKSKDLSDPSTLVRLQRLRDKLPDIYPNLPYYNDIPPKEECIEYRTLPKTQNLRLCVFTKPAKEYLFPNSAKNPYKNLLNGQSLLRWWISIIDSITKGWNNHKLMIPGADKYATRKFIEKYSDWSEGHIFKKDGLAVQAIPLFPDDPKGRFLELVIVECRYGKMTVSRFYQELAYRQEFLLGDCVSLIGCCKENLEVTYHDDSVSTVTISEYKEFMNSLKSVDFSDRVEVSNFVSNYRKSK
Mot1-301 SUMO – SUMOylation pathway inhibition by Mot1-301 growth rescue; S. cerevisiae Mot1-301 growth rescue, ATP luminescence, 38.5C; percent above DMSO median, 100 means doubled; growth rescue, % at 18.8 µM; hit rate 1% among 320,000;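 active = every valid replicate shows activation above 250% relative to neutral control wells; inactive = the rest, any valid replicate at or below 250%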;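 also: OY570 slx delta 5 strain wells were the positive control but not used for scaling; some compounds called inactive have numbers as strong as hits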
Keap1 Nrf2 FP – disrupts human Keap1 binding to Nrf2 peptide | Q14145 | Keap1 Kelch-Nrf2 peptide fluorescence polarization, 1536-well | inhibition, % at 9.4 µM | hit rate 0.15% among 340,000; in the data active = inhibition above about 12%;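 also: human Keap1 Kelch domain with fluorescein labeled Nrf2 9mer peptide probe; 0% = neutral control wells and 100% = peptide positive control; higher means more block of Keap1 binding to Nrf2 peptide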
Target sequence (Q14145 whole entry, looked up, the tested form may be a part): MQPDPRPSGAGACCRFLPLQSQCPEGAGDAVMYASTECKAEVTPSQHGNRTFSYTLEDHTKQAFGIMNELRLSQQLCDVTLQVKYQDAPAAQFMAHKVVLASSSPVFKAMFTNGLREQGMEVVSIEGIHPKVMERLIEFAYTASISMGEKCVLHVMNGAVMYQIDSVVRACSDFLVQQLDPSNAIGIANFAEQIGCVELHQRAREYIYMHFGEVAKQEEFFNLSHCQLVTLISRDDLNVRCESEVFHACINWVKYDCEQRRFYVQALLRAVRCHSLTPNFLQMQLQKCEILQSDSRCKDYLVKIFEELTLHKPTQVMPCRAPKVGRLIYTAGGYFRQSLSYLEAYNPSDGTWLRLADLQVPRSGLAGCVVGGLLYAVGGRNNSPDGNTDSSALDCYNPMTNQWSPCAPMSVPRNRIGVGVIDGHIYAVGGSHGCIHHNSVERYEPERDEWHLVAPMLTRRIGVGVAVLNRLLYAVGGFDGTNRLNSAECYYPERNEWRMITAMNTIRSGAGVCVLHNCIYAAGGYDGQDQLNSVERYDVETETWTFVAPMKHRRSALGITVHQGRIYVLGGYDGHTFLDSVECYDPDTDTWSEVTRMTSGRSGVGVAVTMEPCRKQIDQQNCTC
NSD2 HMT inh – inhibitors of human histone methyltransferase NSD2; O96028; NSD2 peptide methylation, AlphaScreen, 120 min; inhibition, % at 12.5 µM; hit rate 0.54% among 310,000; AID 743445; in the data active = inhibition above about 50%
RTF Ca sens act – increases calcium sensitivity of human cardiac regulated thin filaments; hit rate 0.24% among 340,000; AID 493008; activation, % at 7.2 µM; IANBD-labeled TnC RTF fluorescence at EC20 calcium; 0% EC20 calcium, 100% full calcium; P19429+P45379;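 active = activation above the mean over all tested compounds plus 3 SD, cut at about 30% in these data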;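 also: rise in fluorescence read as greater calcium sensitivity of cardiac thin filaments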
LANA DNA inh – inhibitors of KSHV LANA C-terminal domain DNA binding; hit rate 0.078% among 340,000; inhibition, % at 9 µM; MBP-C-LANA/FAM-LBS DNA binding, fluorescence polarization; AID 504423;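 active = highest replicate inhibition at or above 60% at 9 µM, even if other replicates fall short; inactive = all replicates below 60% inhibition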;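 also: 0% = neutral control wells and 100% = 4 µM acridine orange control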
PfHsp90 set2 – reduces growth (ATP signal) of yeast expressing P. falciparum Hsp90; S. cerevisiae expressing PfHsp90, BacTiter-Glo ATP, 48 h; yeast lacking PDR1 and PDR3 efflux regulators; inhibition, % at 9.4 µM; hit rate 0.32% among 310,000;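 active = every replicate shows inhibition above about 80%, whatever the replicate mean, limit read from the data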;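 also: 0% = DMSO neutral controls and 100% = 20 µM radicicol positive controls; yeast relying on Plasmodium falciparum Hsp90 in place of its own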
dFosB act – mouse delta FosB homodimer activation. P13346. purified delta FosB, TAMRA-CDK5 oligo fluorescence polarization; percent of positive-control signal above neutral wells. activation, % at 25 µM. hit rate 0.99% among 340,000;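 active = mean activation above about 17%, with every replicate also reaching it, limit read from the data, passing the limit was not always enough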;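 also: fluorescence polarization rise as delta FosB binds a TAMRA Cdk5 AP-1 oligo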
RTF Ca sens inh – cardiac RTF calcium desensitization; AID 493244; hit rate 0.12% among 340,000; IANBD-labeled cardiac RTF, Ca2+ fluorescence; inhibition, % at 7.15 µM; P19429+P45379;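 active = inhibition above the mean inhibition of all tested compounds plus 3 SD, cut at about 17% in these data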;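 also: assay run at fixed EC70 calcium of 1.6 mM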
PvdQ inh – blocks Pseudomonas aeruginosa PvdQ acylase activity; inhibition, % at 10 µM; hit rate 0.063% among 340,000; purified PvdQ acylase, fluorescence plate reader; in the data active = inhibition above about 30%, passing the limit was not always enough;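 also: 0% = vehicle neutral wells and 100% = reference inhibitor wells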
CDK5 p35 inh – inhibitors of human CDK5/p35 kinase; inhibition, % at 10 µM; Recombinant CDK5/p35, ADP-Glo luminescence, 60 min; hit rate 0.01% among 330,000; Q00535+Q15078; AID 488839;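 active = highest replicate inhibition of at least 50% and at least 75% of replicates reaching 50%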;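 also: plate controls were DMSO neutral control for no effect and GW8510 at 10 µM for full effect; many of its hits are not listed in these tables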
The depositor's hits bear a star; . = no result given. Compounds were not picked by outcome. About 3.2% of those tested had a hit in this group.

SMILES	Rtt109 HAT inh	Mot1-301 SUMO	Keap1 Nrf2 FP	NSD2 HMT inh	RTF Ca sens act	LANA DNA inh	PfHsp90 set2	dFosB act	RTF Ca sens inh	PvdQ inh	CDK5 p35 inh
O=C(NCCC1=CCCCC1)C1CCN(c2nnc(-n3cccc3)s2)CC1	10	-6	-1	.	-10	1.0	-20	-7	-2	-2	0.6
CCC(C)(C)NC(=O)/C=C/c1cnc2ccccc2n1	3	95	-5	1	-4	2.1	-13	-8	-21	-7	0.3
CN(C(=O)COC(=O)CNC(=O)c1ccccc1Cl)c1ccccc1	-16	-22	0	-2	1	-0.5	.	5	-12	-10	0.5
O=c1c(Cl)c(NCCO)ncn1-c1ccccc1	7	-17	4	0	1	-2.3	8	-2	-3	10	1.1
Cc1nn(CC(=O)NC2CCS(=O)(=O)C2)c(C)c1[N+](=O)[O-] (configuration not stated)	2	-9	-4	-1	-1	-1.6	.	2	2	-6	-3.9
Cc1ccc2c(CN3C(=O)NC4(CCCCC4)C3=O)cc(=O)oc2c1C	-3	724	-1	-1	-1	-0.1	.	-2	-2	-3	0.1
CCN1/C(=C2/SC(=S)N(NC(C)=O)C2=O)Sc2ccccc21	0	69	-77	2	0	-5.9	-17	5	-10	-12	0.6
Cc1ccc(C(=O)Nc2ccccc2N2CCCCC2)cc1	2	6	0	1	-5	-2.6	16	4	3	-4	1.2
COc1ccccc1C(=O)N(Cc1nc(-c2ccc(Cl)cc2)no1)C(C)C	9	-16	-1	.	-2	-1.2	11	1	-2	-6	0.9
NS(=O)(=O)c1ccc(CNc2ncnc3sccc23)cc1	3	-5	-4	-3	0	-1.2	-49	-1	-17	-10	0.7
CC(OC(=O)c1cc[n+]([O-])cc1)C(=O)Nc1ccc(Cl)cn1 (configuration not stated)	-7	8	-3	-1	2	0.7	11	4	4	-12	0.9
CCc1ccc(-c2nc(C(N)=O)c3[nH]c(=O)n(-c4ccccc4OC)c3n2)cc1	-5	-11	5	.	-1	0.1	-10	0	-8	-7	2.2
Cc1csc(=S)n1-c1ccccc1	-6	-9	0	-1	-6	0.0	-1	12	2	-3	2.1
O=C(O/N=C(\c1ccccc1)c1ccccn1)c1ccc(Cl)c(Cl)c1	16	-19	0	1	-3	-0.2	11	-18	-6	0	-0.8
O=C(NCC1CCCO1)c1cccc(S(=O)(=O)Nc2ccc(F)cc2)c1 (configuration not stated)	-4	-5	-4	-3	-1	-2.5	-14	-9	3	-9	0.7
O=c1oc2ccccc2c(=O)c2ccccc12	-4	.	-3	1	1	-0.1	9	2	-7	-6	-1.3
COc1ccc2cc(C#N)c(Nc3cccc(F)c3)nc2c1	-8	572*	-3	-4	-2	0.0	.	1	-9	1	0.3
Cn1c(=O)c2c(nc(OC3CCCC3)n2C)n(C)c1=O	-15	.	-5	0	9	1.1	-11	3	-5	-16	0.3
COC(=O)c1cc(NC(=O)COC(=O)C2COc3ccccc3O2)cc(C(=O)OC)c1 (configuration not stated)	4	8	-1	-2	4	1.4	5	-18	-5	-13	2.3
CCOc1ccccc1NC(=O)c1oc2ccccc2c1NC(=O)C1CCCO1 (configuration not stated)	-1	-12	-1	31	2	-1.3	.	-6	-5	-17	0.3
COc1cc(C(=O)Nc2c(C)cc(C)cc2C)c([N+](=O)[O-])cc1OC	-4	-11	3	-5	-5	-0.9	2	-3	-4	5	1.0
O=C1C2C3C=CC(C2C(=O)N1c1cccc(O)c1)C1C2C(=O)N(c4cccc(O)c4)C(=O)C2C31 (configuration not stated)	-4	-4	2	2	-2	-0.1	3	2	-3	-5	-1.4
CCOc1ccc(/C=C2\SC(=S)N(C(C(=O)O)c3ccccc3)C2=O)cc1OC (configuration not stated)	24	4	-12	.	6	-0.9	6	-5	-12	-7	-3.3
Cc1ccc2[nH]cc(C(=O)CN3CCC4(CC3)OCCO4)c2c1	16	0	2	1	0	-0.6	5	1	-14	9	1.0
O=[N+]([O-])c1ccc(N2CCCCC2)nc1	8	-16	1	0	4	-0.7	-89	-6	1	39*	0.2
Cc1cc(C(F)F)n2nc(C(=O)Nc3ccccc3F)nc2n1	-1	32	1	0	-6	1.5	-17	-8	-6	2	-2.3
COc1cc(CNc2nc(C)c([N+](=O)[O-])c(C)c2C#N)cc(OC)c1	-12	-9	1	-3	-9	-0.9	-5	-3	4	-9	1.5
Cc1nn(-c2nc3ccccc3[nH]2)c(N)c1-c1ccc(Cl)cc1	2	15	-2	0	-5	-0.7	37	-12	3	5	-0.3
CCOC(=O)N1CCN(c2cc(C)nc3nc(C)nn23)CC1	0	-11	1	.	3	3.1	-2	0	-5	-8	2.0
CC(C)(C)NC(=O)CSc1nc(-c2ccc(F)cc2)cs1	8	-10	-2	-4	3	-1.4	3	-4	1	2	1.5
COC(=O)CN=Cc1c(O)n(-c2ccc(Cl)cn2)c(=O)c2ccccc12	-6	-6	5	25	3	2.9	15	2	-12	-13	-0.6
CC(C)c1ccc(OCC(=O)N(c2ccccn2)C2CCCCC2)cc1	-2	-11	-5	-3	11	-1.0	23	-15	-18	-14	-3.8
O=C(NC1CCCC1)C(c1ccccn1)N(C(=O)c1csnn1)c1ccccc1F (configuration not stated)	-8	-10	1	-1	-3	0.4	15	3	-11	-7	-2.7
CN(C)c1nc(N)nc(/C(C#N)=C/C2CC3C=CC2C3)n1 (configuration not stated)	3	12	-11	1	12	5.0	-25	-10	-20	-11	3.5
Clc1ccc(-c2cn3cccnc3n2)cc1Cl	2	-2	0	-2	5	1.0	-7	-10	-2	-17	0.0
Cc1cc(NC(=O)c2cccc(N3C(=O)CCC3=O)c2)no1	4	261	0	15	4	2.8	-22	1	-14	-9	-1.9
CN(C)CCCNC1=CC(=O)OC12CCCCC2	4	.	-7	3	9	-1.3	-12	-5	4	-12	1.4
CC(=C/c1ccccc1)/C=N/Nc1nc(N2CCCCC2)nc(N2CCCCC2)n1	-3	1	1	-1	-2	-2.1	-21	-7	-5	-5	.
COc1ccc(C(=O)c2ccc(OC)c(N)c2)cc1N	15	-5	-4	1	0	-0.7	6	7	-3	1	-1.8
COc1ccc(C(=O)Nc2cc(OC)nc(OC)n2)cc1	2	2	-5	-3	-2	1.2	2	7	1	5	0.4
Cn1c(CSc2nc3ccccc3s2)nnc1SCC(=O)NCc1ccccn1	4	18	1	1	-2	0.2	0	-3	-8	-18	-1.5
CC(C)N(C)CCOC(=O)c1ccc2c(c1)OCCO2	-9	-9	5	-1	6	-1.5	13	5	-6	-13	-0.3
CC(SC(=S)N1CCCC1)C(=O)O (configuration not stated)	-3	251	-3	-1	.	2.2	-6	2	.	-8	-1.2
O=C1CCCc2c1cc(C(=O)O)c(=O)n2-c1ccccc1	-4	15	0	-2	4	0.9	2	-6	-12	-4	0.8
CCOC(=O)N1CCN(S(=O)(=O)N2CCCC(C(=O)NCCCN3CCCCC3)C2)CC1 (configuration not stated)	2	-13	-5	-1	6	-0.4	0	2	0	-13	0.6
Cc1ccc(-c2nc3c(c(=O)[nH]c(=O)n3CC(C)C)n2CC(C)C)cc1[N+](=O)[O-]	-1	8	-2	3	-4	0.2	11	-24	4	-8	-0.9
Cn1c(=O)n(C)c2cc(S(=O)(=O)N3CCCCC3)ccc21	-1	-7	-6	-1	-2	3.2	-18	-5	-4	10	-0.5
COc1ccc(Cc2nc3ccc(C(=O)NC(C)C)cc3o2)cc1	-3	-16	2	-1	3	-2.5	-2	-6	-6	-4	0.2
COc1ccc(-c2csc(/C(C#N)=C\c3ccc(OC)c([N+](=O)[O-])c3)n2)cc1	-2	.	-4	-1	5	2.8	7	-3	-5	-2	1.8
Cc1cnc(C(=O)Nc2cc(F)ccc2C)cn1	-8	-8	4	-1	4	-1.3	10	-4	1	6	1.9
CC(C)(C)NC(=O)NC(=O)COC(=O)CNS(=O)(=O)/C=C/c1ccccc1	9	-13	0	0	-1	1.7	-19	-2	-6	-11	-3.2
CCCCCCOc1ccc(N2C(=O)CC(S/C(N)=N/N=C(\C)c3cccs3)C2=O)cc1 (configuration not stated)	1	2	-1	9	1	-0.5	-16	-8	-3	-13	2.7

Reformatted as a markdown table: part of the list above.
| compound | Rtt109 HAT inh | Mot1-301 SUMO | Keap1 Nrf2 FP | NSD2 HMT inh | RTF Ca sens act | LANA DNA inh | PfHsp90 set2 | dFosB act | RTF Ca sens inh | PvdQ inh | CDK5 p35 inh |
| --- | --- | --- | --- | --- | --- | --- | --- | --- | --- | --- | --- |
| Cn1c(CSc2nc3ccccc3s2)nnc1SCC(=O)NCc1ccccn1 | 4 | 18 | 1 | 1 | -2 | 0.2 | 0 | -3 | -8 | -18 | -1.5 |
| CC(C)N(C)CCOC(=O)c1ccc2c(c1)OCCO2 | -9 | -9 | 5 | -1 | 6 | -1.5 | 13 | 5 | -6 | -13 | -0.3 |
| CC(SC(=S)N1CCCC1)C(=O)O (configuration not stated) | -3 | 251 | -3 | -1 | . | 2.2 | -6 | 2 | . | -8 | -1.2 |
| O=C1CCCc2c1cc(C(=O)O)c(=O)n2-c1ccccc1 | -4 | 15 | 0 | -2 | 4 | 0.9 | 2 | -6 | -12 | -4 | 0.8 |
| CCOC(=O)N1CCN(S(=O)(=O)N2CCCC(C(=O)NCCCN3CCCCC3)C2)CC1 (configuration not stated) | 2 | -13 | -5 | -1 | 6 | -0.4 | 0 | 2 | 0 | -13 | 0.6 |
| Cc1ccc(-c2nc3c(c(=O)[nH]c(=O)n3CC(C)C)n2CC(C)C)cc1[N+](=O)[O-] | -1 | 8 | -2 | 3 | -4 | 0.2 | 11 | -24 | 4 | -8 | -0.9 |
| Cn1c(=O)n(C)c2cc(S(=O)(=O)N3CCCCC3)ccc21 | -1 | -7 | -6 | -1 | -2 | 3.2 | -18 | -5 | -4 | 10 | -0.5 |
| COc1ccc(Cc2nc3ccc(C(=O)NC(C)C)cc3o2)cc1 | -3 | -16 | 2 | -1 | 3 | -2.5 | -2 | -6 | -6 | -4 | 0.2 |
| COc1ccc(-c2csc(/C(C#N)=C\c3ccc(OC)c([N+](=O)[O-])c3)n2)cc1 | -2 | . | -4 | -1 | 5 | 2.8 | 7 | -3 | -5 | -2 | 1.8 |
| Cc1cnc(C(=O)Nc2cc(F)ccc2C)cn1 | -8 | -8 | 4 | -1 | 4 | -1.3 | 10 | -4 | 1 | 6 | 1.9 |
| CC(C)(C)NC(=O)NC(=O)COC(=O)CNS(=O)(=O)/C=C/c1ccccc1 | 9 | -13 | 0 | 0 | -1 | 1.7 | -19 | -2 | -6 | -11 | -3.2 |
| CCCCCCOc1ccc(N2C(=O)CC(S/C(N)=N/N=C(\C)c3cccs3)C2=O)cc1 (configuration not stated) | 1 | 2 | -1 | 9 | 1 | -0.5 | -16 | -8 | -3 | -13 | 2.7 |

Bioassay records: PubChem, several laboratories
